High-throughput results deposited in PubChem BioAssay by National Center for Advancing Translational Sciences (NCATS).
ALOX12 inh: inhibitors of human 12S-lipoxygenase ALOX12. P18054. purified 12hLO, xylenol orange hydroperoxide absorbance. Potency, µM (top dose mostly 108 µM), for the others: at the top dose activity change, negative = inhibition, hits mostly inhibitors. 580,000 compounds, 1.1% hits. AID 1671190; active means well fitted inhibition curve with a large enough effect; inconclusive means small, poorly fitted or top-dose-only effect, or another doubt; inactive means no such curve, though single readings can be large or run the other way
Target sequence (P18054 whole entry, looked up): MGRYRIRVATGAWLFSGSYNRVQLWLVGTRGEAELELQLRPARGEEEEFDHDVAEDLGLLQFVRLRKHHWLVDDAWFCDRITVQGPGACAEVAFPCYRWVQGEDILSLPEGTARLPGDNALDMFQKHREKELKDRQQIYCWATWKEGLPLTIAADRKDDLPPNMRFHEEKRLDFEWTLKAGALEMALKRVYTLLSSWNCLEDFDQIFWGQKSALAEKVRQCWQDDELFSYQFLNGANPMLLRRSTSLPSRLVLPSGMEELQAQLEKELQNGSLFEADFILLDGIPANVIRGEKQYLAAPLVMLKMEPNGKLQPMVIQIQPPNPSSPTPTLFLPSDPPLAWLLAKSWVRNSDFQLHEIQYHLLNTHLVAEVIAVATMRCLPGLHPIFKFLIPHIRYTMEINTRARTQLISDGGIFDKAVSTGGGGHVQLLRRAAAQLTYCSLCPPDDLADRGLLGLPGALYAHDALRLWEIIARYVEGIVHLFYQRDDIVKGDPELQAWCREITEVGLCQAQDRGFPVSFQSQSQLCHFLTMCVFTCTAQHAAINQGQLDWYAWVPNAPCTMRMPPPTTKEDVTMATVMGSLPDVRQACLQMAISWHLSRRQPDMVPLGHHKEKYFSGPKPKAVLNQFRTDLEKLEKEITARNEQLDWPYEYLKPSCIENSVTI
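Purified human 12hLO at 150 nM in 25 mM Hepes, 0.01% Triton X-100, pH 7.0, preincubated 15 min at room temperature with compound. Reaction started with 40 uM arachidonic acid, 30 min at room temperature. Hydroperoxide measured by Fe-xylenol orange, 573/405 nm absorbance ratio.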
Active calls of the source: *; u = inconclusive; & = joins results of further samples; [ ] = another dose, or the depositor's remark. On the % scale 0 is the no-effect control and ±100 the full control effect; potency means the concentration at half of the fitted maximal effect. Not all compounds are listed; the hit share may differ from the screen's.

structure	ALOX12 inh
CC(C)c1ccc(NC(=O)c2ccc3c(Cl)c4c(nc3c2)CCC4)cc1	u
COCc1nn2c(c1-c1ccccc1)NC(=O)CC2C(=O)Nc1ccc(OC)c(Cl)c1 (stereo unspecified)	9%
c1ccc2c(NC3CCNCC3)nc(-c3ccoc3)nc2c1	u
COc1ccc(/C=N/OCc2cccc(Br)c2)cc1OC	13%
O=C(Cn1nc2c(cc1=O)CCCCC2)Nc1nnc(C2CCCCC2)s1	39%
O=C(CCC1CCN(C(=O)c2ccccc2F)CC1)Nc1ccccc1	5%
O=S(=O)(Nc1nc2ccccc2nc1N1CCCC1)c1ccc(F)cc1	-7%
O=C(NCCCc1ccccc1)c1cccc2cccnc12	70%[activator]
Cc1ccc(C(=O)N2C[C@@H](CO)[C@H](c3nc(C4CC4)no3)C2)nc1	13%
CC(=O)c1ccc(N2CCN(S(=O)(=O)c3ccc4c(c3)NC(=O)CCS4)CC2)cc1	u
COc1ccc(C)cc1NC(=O)CN1C(=O)NC2(CCC(C)CC2)C1=O (stereo unspecified)	0%
COc1ccc(CCNC(=O)Cn2nc(-c3ccc(OC)cc3)ccc2=O)cc1	34%
CN1Cc2nc(NCc3ccccc3)ccc2OCC1=O	31%[activator][176 µM]
O=C(CSc1nc2ccccc2s1)Nc1ccc(F)c(F)c1F	u
Cn1cc(C(=O)NC2CC2)c(-c2ccc3c(c2)OCCCO3)n1	-25%
Cc1noc2c(N3CCOCC3)cc(-c3ccsc3)nc12	24%[176 µM]
COc1ccc(C(C)=O)cc1CC(=O)OCc1ccc(C#N)cc1	-27%
Cc1ccccc1CN1CCOc2cc([S+](=O)([O-])N(C)C)ccc2C1	7%[176 µM]
Cc1ccc(Nc2nc(-c3ccccc3)cs2)cc1C	u
O=C(c1cn2cc(-c3cccs3)n(CC3CC3)c(=O)c2n1)N1CCCC1	-4%
O=C(OCc1ncc(-c2ccc(F)cc2)o1)c1ccc(Cl)cc1	-18%
COc1ccc(NC(=O)c2sc3nc4c(c(-c5ccco5)c3c2N)CCCCC4)c(OC)c1	47%
O=C1NC2(CCN(C(=O)c3cccnc3)C2)OCc2ccccc21 (stereo unspecified)	49%[activator][176 µM]
CCc1ccc(C(=O)N2CCC(Oc3ccc(C(N)=O)cn3)CC2)cc1	6%
O=C1NC(=NC2CCCCC2)C2(CCN([S+](=O)([O-])c3cccc(C(F)(F)F)c3)C2)N1c1cccnc1 (stereo unspecified)	2%[6.33 µM]
Cc1cc(C(=O)CN2CCC(C(=O)c3ccccc3)CC2)c(C)n1C(C)C	-52%
COc1ccc(-c2coc3cc(OCC#N)ccc3c2=O)cc1OC	u
O=c1c(-c2cc3ccccc3[nH]2)nc2ccccc2n1C(CCc1ccccc1)c1nc2ccccc2[nH]1 (stereo unspecified)	-42%
CCOC(=O)c1sc(NC(=O)Cn2nc3c(cc2=O)CCCC3)nc1C	14%
CSC(C)C(=O)Nc1ccc(C)c(I)c1 (stereo unspecified)	u
O=c1[nH]c(C2CCCN(Cc3ccc(OC(F)(F)F)cc3)C2)nn1-c1ccc(Cl)cc1 (stereo unspecified)	11%
CN(C)CC(=O)Nc1sc2c(c1C#N)CCCCC2	1%
C[S+](=O)([O-])CCn1ncc2cc(OCC3CCN(c4ncccn4)CC3)ccc21	4%[176 µM]
O=C(OCCc1ccccc1)c1ccccc1	-2%[176 µM]
CCOc1ccc(C(=O)Nc2ccc3oc(-c4cccc(I)c4)nc3c2)cc1	u
CCCc1nc2ccccc2n1C(C)C(=O)NC(C)(C)C (stereo unspecified)	-3%
Cc1c(C2(O)CCCCC2)[nH]c2ccccc12	-15%
Cc1ccccc1C(=O)N1CCC(n2cc(-c3nc(-c4ccccc4)no3)nn2)CC1	3%
COC(=O)c1cccc(OCc2ccccc2C#N)c1	-46%
Cc1nnc(C(=O)Nc2ccc(C(=O)NCc3ccc4c(c3)OCO4)cc2)s1	22%
COc1ccc(-c2nc3c(c(=O)[nH]2)CCN(C(=O)c2nccc4ccccc24)C3)cc1	-1%
O=C(C1CN(C(=O)c2ccccc2F)c2ccccc2O1)N1CCOCC1 (stereo unspecified)	10%
O=C(COc1ncnc2c(Cl)cc(Cl)cc12)Nc1ccc(Cl)cc1	-18%
Cc1cn2nc(C(=O)N3CCC(NC(=O)c4ccccc4)CC3)cc2c(=O)[nH]1	10%
C/C(=N/NC(=O)CC#N)c1ccc(C)cc1C	8%
CC(C)C[C@H]1COc2ccc(Cl)cc2S(=O)(=O)N1Cc1cn(Cc2ccc(C(F)(F)F)cc2)nn1	32%[activator]
CC(CNC(=O)COCc1nnc(C(=O)Nc2cccc(Cl)c2)s1)c1ccccc1 (stereo unspecified)	-2%
COC(=O)[C@H](NC(=O)[C@@H]1[C@@H](NC(=O)Nc2cccc(OC)c2)CCN1C(=O)C=C(C)C)C(C)C	-8%
CCN(CC)C(=O)C1=C(C)N=C2SC=C(CC(=O)NCc3ccco3)N2C1c1ccccc1F (stereo unspecified)	44%[activator]
Cc1cc(NC(=O)Cn2ccn3nc(-c4ccccc4)c(CO)c3c2=O)no1	80%[activator]
N#Cc1cccc(NC(=O)COC(=O)c2ccc3ccccc3n2)c1	-20%
CCc1nc(-c2c3n(c(=O)n(Cc4cccc(C)c4)c2=O)CCCC3)no1	1%
Nc1cc(N2CCC(Oc3ccc4c(c3)OCO4)(C(=O)O)CC2)ncn1	6%
CC(=O)Nc1ccc(CN2CC[C@@H](c3ccc4c(c3)OCO4)[C@H](O)C2)cc1	25%
COC(=O)C1=CN(c2ccc(C(C)(C)C)cc2)C(N)=C(C#N)C1c1cccc2ccccc12 (stereo unspecified)	u
COCCN1C(=O)CS(=O)(=O)C12CCN(C(=O)c1ccccc1C)CC2	7%
Cc1ccc(-c2cc(C(=O)N3CCN(CC(=O)NC4CC4)CC3)c3ccccc3n2)o1	u
N#Cc1cccc(C(=O)Nc2ccc([C@@H](O)[C@H]3COCC(=O)N3Cc3ccccc3F)cc2)c1	53%[activator]
O=c1[nH]c(=O)n([C@H]2C[C@@H](O)[C@@H](CO)O2)cc1I	5%[57.4 µM]
CC(C)c1ccc(/C=C/C(=O)Nc2ccc(Cl)cc2C(F)(F)F)cc1	-7%

More compounds:
structure	ALOX12 inh
CCCCNC(=O)C(NC(=O)Cc1cc(OC)cc(OC)c1)C(=O)c1ccccc1 (stereo unspecified)	-1%
COc1ccc(-c2cc(-c3ccncc3)c3cncn3c2)cc1	u
Cn1c2ccc(Br)cc2c2nnc(SCn3nnc4ccccc43)nc21	-17%
COc1ccc(CN2CCCC(c3nc(-c4ccncc4)ncc3-c3ccccc3)C2)c(OC)c1OC (stereo unspecified)	14%
O=C1C(N2CCN(S(=O)(=O)c3ccc(F)c(F)c3)CC2)CCN1Cc1cccnc1 (stereo unspecified)	-4%
Nc1cccc(-c2ccn[nH]2)c1	5%
CC1CCC2(CC1)OCC(C(=O)NCc1ccccc1)N2C(=O)c1ccc(Cl)c(Cl)c1 (stereo unspecified)	-7%
COCC(=O)N(C1CCOCC1)C1CCN(C(=O)c2cc(F)ccc2Cl)CC1	32%
O=C(NCc1ccccn1)[C@@H]1CCCN1C(=O)[C@@H]1CCCN1C(=O)c1cccc(Cl)c1	u
O=C1CC(c2n[nH]c(C3CCOCC3)n2)CN1Cc1cccnc1 (stereo unspecified)	-11%
COCC(=O)N(C1CCOCC1)C1CCN(C(=O)c2cccc(C)c2)CC1	14%
O=C(Nc1cccc(F)c1)N1CCC2(CC1)CC(N1CCOCC1)CCO2 (stereo unspecified)	11%
CN1Cc2cccn2CC1CNC(=O)c1cccn1C (stereo unspecified)	99%[activator]
O=C(CCC1CCCN(S(=O)(=O)c2ccccc2)C1)NCc1ccc(Cl)cc1 (stereo unspecified)	0%
CCOC(=O)c1ccc(NCc2ccc(Cl)cc2Cl)cc1	-1%
CNC(=O)[C@@H]1CN(C(=O)c2ccc(C(C)C)cc2)C[C@H]1CO	15%
COC(=O)C1=C(C)N(Cc2ccc(F)cc2)C(=S)NC1c1cccc(OC)c1 (stereo unspecified)	u
CN(Cc1ccc(F)cc1)C(=O)Cn1nc(C(=O)O)c2ccccc2c1=O	-14%
Cc1ccccc1OCCn1cc(C(=O)C2CC2)c2ccccc21	1%
COCCCNC(=O)C1c2ccccc2C(=O)N(C2CCCCC2)C12CCCCC2 (stereo unspecified)	52%[activator]
O=C1CSc2ccc(S(=O)(=O)Nc3cccc(Cl)c3Cl)cc2N1	u
Cc1cc2c(cc1C)-c1nnnn1C(N1CCC(Cc3ccccc3)CC1)C(=O)N2 (stereo unspecified)	-17%
CC(Sc1nnc(N2CCCCC2)n1-c1ccccc1)c1nc2ccccc2c(=O)[nH]1 (stereo unspecified)	-5%
C/C(=N/NC(=O)C1CC1c1ccccc1)c1ccc(CC(C)C)cc1 (stereo unspecified)	u
O=C(C[C@@H]1CC[C@H](NC(=O)Cc2ccccn2)[C@@H](CO)O1)NCCc1ccccc1	-16%
COc1cc(NC(=O)NCc2nnnn2-c2ccc(C)cc2)cc(OC)c1OC	12%
Cc1cccn2cc(CN3CCN(S(=O)(=O)c4cccc(C(F)(F)F)c4)CC3)nc12	1%
CC(C)c1ccc(CN2CC(COc3ccccc3)C3(C2)CN(C(=O)c2cn[nH]c2)C3)cc1 (stereo unspecified)	34%[activator]
CC(=O)c1ccc(C)cc1OCc1ccccc1C#N	-17%
CCNC(=O)N1CC(Oc2ccc(-c3nc(-c4ccccc4)no3)cc2)C1	8%
COc1ccc(C(=O)N[C@@H]2CCC[C@@H]2C(=O)NCc2cccc(C)c2)cc1	6%
COc1ccc(C(=O)Oc2ccc3c(c2)O/C(=C\c2ccc(C(C)(C)C)cc2)C3=O)cc1OC	8%
CN1CCC(N(C)CC(NC(=O)c2cccc(C(F)(F)F)c2)c2ccccc2)CC1 (stereo unspecified)	u
N#CCCn1c(=O)c(-c2cc(F)cc(F)c2)nc2cnc(Nc3ccccc3)nc21	u
CNC(=O)[C@@H]1CN(S(=O)(=O)c2ccc3c(c2)CCC3)C[C@H]1c1nc(C)no1	35%
CCc1ccc(NC(=O)N2CCc3c(nc4cc(-c5ccc(OC)cc5)[nH]n4c3=O)C2)cc1	5%
COC(=O)C1=C(C)N(Cc2ccc(C(F)(F)F)cc2)C(=NCc2ccccc2C(F)(F)F)NC1c1ccccc1C(F)(F)F (stereo unspecified)	-15%
CCOCC1(C)COc2ccc(C(=O)NCc3cc(OC)cc(OC)c3)cc2N1 (stereo unspecified)	31%[activator][176 µM]
COCc1nc(C2CCNC2)no1 (stereo unspecified)	70%[activator]
c1cncc(CN2CCn3c(nnc3-c3ccncc3)C2)c1	0%&0%[12.5 µM]
COc1ccc2c(Oc3ccc(NC(=O)c4c(C)n(CC(C)(C)O)n(-c5ccccc5)c4=O)nc3)ccnc2c1	6%[57.4 µM]
COc1ccc(Cl)cc1NC(=O)Cn1ccn2nc(-c3ccccc3)c(CO)c2c1=O	-4%
N#Cc1nc(C2CC2)oc1N1CCN(C(=O)c2ccc[nH]c2=O)CC1	31%[activator]
CCS(=O)(=O)NCC1(COCCOC)C[C@@H](O)[C@@H](O)C1 (stereo partly specified)	u
COc1cccc(N2C(=O)OCC23CCN(CCCc2ccccc2)C3)c1 (stereo unspecified)	11%[176 µM]
O=C1c2c(-c3ccc(Br)cc3)noc2CCN1Cc1cn(Cc2ccccc2)nn1	4%
O=C(/C=C/c1ccc(OCc2ccccc2)cc1)c1ccc(N2CCOCC2)cc1	u
N#Cc1cc2c(nc1SCC(=O)NC1CCCCC1)CCCC2	6%
COc1cccc(CN2C(=O)OC3(CCN(Cc4ccc5c(c4)CCO5)CC3)C2(C)c2cccnc2)c1 (stereo unspecified)	53%[activator]
CC(CCc1ccccc1)NC(=O)CN1C(=O)NC(c2ccc(Cl)cc2)C2=C1COC2=O (stereo unspecified)	1%
CN(C)S(=O)(=O)N1C[C@@H](Oc2ccccc2)C[C@H]1C(=O)N1CCCC1	6%
CCOc1ccc(-c2ccnc(N3CCOC(CN)C3)n2)cc1C(=O)O (stereo unspecified)	u
O=C(O)[C@@H](c1ccc(OCc2ccc3ccccc3n2)cc1)C1CCCC1	u
